hcDAF-12 act = activators of H. contortus DAF-12 nuclear receptor. AID 652067. activation, % at 6.8 µM. HEK293 hcDAF-12 lit1-tk-luc reporter, luminescence; 0% DMSO, 100% Δ7-dafachronic acid. 1.4% of 370,000 active;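 active = activation above the mean of all tested compounds plus 3 SD, cut at about 5.5% in these data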;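 also: 100% = response to 3 µM Δ7-dafachronic acid high control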
HGIII-sPLA2 inh = Inhibits HGIII-sPLA2 liposome hydrolysis, primary screen | Q9NZ20 | QFRET BODIPY PC-A2 liposome hydrolysis, fluorescence | inhibition, % at 12.2 µM | 0.56% of 370,000 active | AID 743126;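 active = inhibition above mean plus 3 SD of compounds lying within the high and low control bounds, cut at about 19% in these data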;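 also: 0% = median of test compound wells and 100% = no enzyme DMSO wells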
Target sequence (Q9NZ20 whole entry, looked up): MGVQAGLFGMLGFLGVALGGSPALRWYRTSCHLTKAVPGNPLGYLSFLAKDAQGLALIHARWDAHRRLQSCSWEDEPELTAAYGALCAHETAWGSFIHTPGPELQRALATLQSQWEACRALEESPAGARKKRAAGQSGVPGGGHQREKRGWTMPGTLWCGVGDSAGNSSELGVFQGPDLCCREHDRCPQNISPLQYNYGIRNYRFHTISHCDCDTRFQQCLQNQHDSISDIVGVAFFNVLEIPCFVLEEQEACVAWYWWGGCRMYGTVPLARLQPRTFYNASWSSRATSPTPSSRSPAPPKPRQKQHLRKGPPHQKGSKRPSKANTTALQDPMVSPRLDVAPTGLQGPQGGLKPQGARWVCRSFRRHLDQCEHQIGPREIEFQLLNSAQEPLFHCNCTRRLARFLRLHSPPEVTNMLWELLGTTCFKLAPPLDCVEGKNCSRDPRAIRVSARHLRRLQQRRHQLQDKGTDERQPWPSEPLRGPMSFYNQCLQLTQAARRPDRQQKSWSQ
PLCb3 inh = blocks human PLC-beta3 enzyme activity | inhibition, % at 12.2 µM | Q01970 | Purified PLC-beta3, fluorogenic substrate, fluorescence | 0.18% of 370,000 active; in the data active = inhibition above about 11%;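 also: 0% = median of compound wells on plate and 100% = full blocker control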
DAX1 inh-1 = inhibits human nuclear receptor DAX1 | 0.99% of 340,000 active | AID 504766 | HEK293 Gal4-DAX1 luciferase reporter, luminescence | inhibition, % at 6.75 µM | P51843;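 active = inhibition above the mean over all tested compounds plus 3 SD, cut at about 4.2% in these data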;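 also: 0% = DAX1-transfected cells with DMSO and 100% = empty-vector control cells with DMSO; inhibition shows as a rise in luminescence from relieved DAX1 repression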
Target sequence (P51843 207-470 limits assumed): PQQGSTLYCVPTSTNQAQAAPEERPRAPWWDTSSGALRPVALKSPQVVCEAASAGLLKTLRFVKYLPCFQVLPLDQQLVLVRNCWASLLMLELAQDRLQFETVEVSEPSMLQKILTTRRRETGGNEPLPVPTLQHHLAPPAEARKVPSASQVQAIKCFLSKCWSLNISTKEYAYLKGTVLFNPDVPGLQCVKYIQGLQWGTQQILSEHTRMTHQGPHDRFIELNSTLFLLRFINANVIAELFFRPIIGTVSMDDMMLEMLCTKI
SMARCA2 act = SMARCA2 function activation, primary screen; MG213 cells, MMTV-luciferase reporter, dexamethasone, overnight; activation, % at 9.1 µM; 1% of 370,000 active; in the data active = activation above about 7.8%;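 also: 0% = vehicle wells and 100% = reference activator wells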
DAX1 inh-2 = blocks DAX1 repression of SF-1 activated StAR promoter. inhibition, % at 6.8 µM. AID 652010. 1.1% of 370,000 active. HEK293T StAR-luciferase reporter, SF-1/DAX-1 repression relief;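 active = inhibition above the mean over all tested compounds plus 3 SD, cut at about 3.6% in these data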;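 also: 0% = DAX-1 cells with DMSO and 100% = cells lacking DAX-1 with DMSO; higher inhibition means more luminescence from relief of DAX-1 repression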
PG9 binder = binds the HIV-1 gp120 antibody PG9. TR-FRET gp120-PG9 antibody binding. inhibition, % at 6.7 µM. 0.43% of 360,000 active; in the data active = inhibition above about 8.5%
ssDAF12 agonist = activators of S. stercoralis DAF-12 nuclear receptor | AID 652126 | 1% of 370,000 active | activation, % at 6.8 µM | HEK293 ssDAF-12/GRIP1 lit1-tk-luc reporter, luminescence; % of 3 µM dafachronic acid response;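 active = activation above the mean over all tested compounds plus 3 SD, cut at about 0.9% in these data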;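 also: 0% = DMSO-only wells and 100% = 3 µM delta7-dafachronic acid wells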
NR1D1 modulator = modulators of human Rev-erb alpha DNA binding. P20393. Rev-erbα–FITC-DNA binding, fluorescence polarization, 90 min. activity, % at 10 µM. 0.79% of 370,000 active. AID 1259318;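 active = activity above about 14%, limit read from the data; passing the limit was not always enough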;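 also: 0% = DMSO wells with 35 nM protein and 100% = DMSO wells with 750 nM protein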
GAA850 FXN act = activators of GAA850 frataxin (FXN) promoter. HEK293 lucGAA850 FXN promoter luciferase reporter, 24 h; percent of 10 µM SAHA response. activation, % at 6 µM. 0.56% of 360,000 active. AID 540364;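 active = activation above the average of all compounds screened plus 3 SD, cutoff fixed separately per campaign, cut at about 7.5% in these data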;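 also: 0% = DMSO wells and 100% = 10 µM SAHA wells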
hgDAF-12 ag = agonists of H. glycines DAF-12 nuclear receptor. HEK293 GAL4-hgDAF12 UAS-luciferase reporter, agonist luminescence; normalized to butyrate control. activation, % at 6.8 µM. 1.8% of 370,000 active;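 active = activation above a cutoff set at the mean of all screened compounds plus 3 SD, cut at about 10% in these data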;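 also: 0% = DMSO wells and 100% = sodium butyrate wells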
* hit, by the source's call; i = inactive; . = no result given.

The line under a structure holds: hcDAF-12 act	HGIII-sPLA2 inh	PLCb3 inh	DAX1 inh-1	SMARCA2 act	DAX1 inh-2	PG9 binder	ssDAF12 agonist	NR1D1 modulator	GAA850 FXN act	hgDAF-12 ag
> COc1ccc2nc(Nc3nc(C)c(CCC(C)C)c(=O)[nH]3)nc(C)c2c1
  -1.2	6	-3	1.9	-2	-0.8	1.4	-1.2	3	1.1	-0.7
> CC(C)CN(C(=O)CN1CCC(C)CC1)c1c(N)n(CC(C)C)c(=O)[nH]c1=O
  0.9	1	5	0.7	-1	-0.4	-0.7	-0.9	11	1.0	-4.6
> CSCCCNc1nc(C)nc2c1nnn2Cc1ccccc1
  -0.5	5	4	.	1	-0.6	.	-1.7	-1	.	-0.2
> COc1ccc(OC)c(NC(=O)CCN2CCCCCC2)c1
  1.6	-2	5	0.7	-3	0.1	0.0	-1.2	-1	-0.8	-0.9
> O=S(=O)(c1ccc2nc(-c3ccccc3)[nH]c2c1)N1CCN(c2ccc(Cl)cc2)CC1
  -3.0	-13	-2	-0.2	-5	-1.7	1.9	-2.2	4	-4.9	-4.4
> Cc1ccc(-c2nc3ncccn3c2NC2CCCCC2)o1
  -2.4	3	-182	0.7	-1	-0.9	-6.4	-0.8	-1	-0.1	-2.6
> CC1CCN(C(=O)CSc2nc3cccnc3n2C)CC1
  -3.0	-1	1	-0.1	1	-0.7	-1.7	-0.6	-5	-1.0	0.8
> O=C(NCc1ccc2c(c1)OCO2)C1CCCN1C(=O)Nc1cccc(Cl)c1 (stereo not drawn)
  -2.7	-2	-4	-0.1	0	-0.2	1.2	-1.1	1	-0.1	-0.5
> CCOCCCNC(=O)Cn1nc(Cc2ccncc2)c2ccccc2c1=O
  0.4	0	-5	0.9	-2	0.0	-1.1	-1.7	5	-0.8	-1.6
> CCc1nc(NCc2ccccn2)c2oc3ccccc3c2n1
  -4.0	0	0	-2.6	-2	-1.9	-1.9	-2.1	1	-1.7	-3.0
> CCOCCCNC(=O)NC(=O)CN1CCN(S(=O)(=O)c2ccc3c(c2)OCCO3)CC1
  0.1	4	-4	0.1	-1	0.1	0.4	-1.6	6	-0.3	2.1
> C=C1C(=O)O[C@H]2C1CC[C@@](C)(O)C13C=CC(C)(C21)C1(C3)C(=O)O[C@@H]2C3C(C)=CCC3[C@](C)(O)C[C@H](OC(C)=O)C21 (stereo partly drawn)
  -1.2	-2	-1	3.3	1	-0.5	0.6	-0.9	-1	7.4	-5.3
> C=CCc1ccccc1OCCNCCCOC
  -0.6	6	1	-0.5	-1	0.2	-1.1	-1.6	-2	0.1	-2.5
> Cc1nn2c3ccccc3n(CCN3CCCCC3)c2nc1=O
  -0.9	5	i	1.4	-2	-0.4	3.9	-0.4	-3	2.7	-1.8
> CC(C)[C@H](NC(=O)C1CCN(S(=O)(=O)c2ccc(F)cc2)CC1)C(=O)NCc1ccncc1
  1.7	0	-5	0.4	0	0.3	-0.9	-0.5	-2	1.6	0.7
> O=c1cc(-c2ccccc2)nc(/C=C/c2ccccc2)[nH]1
  0.0	-7	-4	5.6*	-1	0.4	-0.3	-1.4	-1	0.3	2.9
> Cc1ccc(S(=O)(=O)NCC(=O)OCc2nnc(-c3ccccc3)o2)cc1
  -1.3	-4	-5	0.4	-3	2.2	-1.2	-1.3	3	1.3	-1.9
> CN1CCC(OC(=O)c2ccccc2)CC1
  0.4	8	-8	0.4	-1	-0.3	-1.6	-1.8	-4	-1.0	1.0
> CCOC(=O)C1CCCN(c2ncnc3c2cnn3-c2ccc(OC)cc2)C1 (stereo not drawn)
  -1.9	-3	-35	0.4	1	0.8	-2.1	-1.9	-1	-4.0	2.3
> N#Cc1nc(COc2ccccc2)oc1NCCN1CCOCC1
  1.7	1	2	0.3	-1	1.0	-2.4	-1.1	-1	2.5	0.3
> Cc1cccc(C)c1NC(=O)C(c1ccnc2ccccc12)n1c(=O)c(-c2ccco2)nc2ccccc21 (stereo not drawn)
  -0.5	5	-76	.	-2	-0.5	0.6	-1.0	6	.	2.3
> O=S1(=O)CC(N2CCCCC2)CN1Cc1cn(Cc2cccc(Cl)c2)nn1 (stereo not drawn)
  -1.8	14	4	.	1	-0.1	-0.3	-1.2	5	.	-0.6
> COc1ccc(/C=C/c2ccc(=O)n(Cc3ccccc3)n2)cc1
  -2.4	-20	-308	0.1	-6	-0.8	-1.8	-1.2	-1	-3.4	-1.4
> O=C(CN1CCOCC1)N1CCN(c2ccc([N+](=O)[O-])cc2)CC1
  -0.6	-1	-1	-0.1	-6	-1.6	0.9	-1.0	2	-0.7	-0.7
> CCOc1ccccc1Nc1nnc(SCC(=O)NC2CC2)s1
  0.8	3	0	0.5	-2	-0.5	-2.3	-0.9	4	1.0	0.4
> O=C(Cn1c(-c2ccccc2)noc1=O)Nc1ccc(S(=O)(=O)N2CCOCC2)cc1
  2.9	-10	2	-0.9	6	-0.1	-2.1	-1.6	-11	-4.4	0.5
> Cc1ccc(-c2nc(CCNC(=O)c3ccco3)cs2)cc1
  -1.0	11	-7	-0.1	-3	-0.4	-0.9	-0.7	3	0.0	1.0
> CCCNC(=O)C(=O)NCC1CCCN1CC (stereo not drawn)
  -2.4	9	-2	-0.7	-4	1.5	-0.7	-1.3	-6	-1.2	-0.6
> COc1cc(/C=C/C(=O)Nc2ccc3nc4n(c(=O)c3c2)CCCC4)cc(OC)c1OC
  -4.1	-3	-44	-5.2	-3	-3.0	-0.9	-1.6	-1	-4.6	-7.7
> CCOc1ccc2nc(SCc3ccccc3C#N)sc2c1
  0.8	-14	6	2.6	7	1.2	0.0	-1.1	-4	4.2	11*

The list goes on; the last 2 above are carried over.
The line under a structure holds: hcDAF-12 act	HGIII-sPLA2 inh	PLCb3 inh	DAX1 inh-1	SMARCA2 act	DAX1 inh-2	PG9 binder	ssDAF12 agonist	NR1D1 modulator	GAA850 FXN act	hgDAF-12 ag
> COc1cc(/C=C/C(=O)Nc2ccc3nc4n(c(=O)c3c2)CCCC4)cc(OC)c1OC
  -4.1	-3	-44	-5.2	-3	-3.0	-0.9	-1.6	-1	-4.6	-7.7
> CCOc1ccc2nc(SCc3ccccc3C#N)sc2c1
  0.8	-14	6	2.6	7	1.2	0.0	-1.1	-4	4.2	11*
> CCN1C(=O)c2cccc3c(NS(=O)(=O)c4ccc(NC(C)=O)cc4)ccc1c23
  -3.0	-9	-121	0.7	-4	-1.3	-9.6	-2.1	2	2.9	-3.3
> COc1ccc(C(=O)N/N=C(/C)c2cccc(NC(=O)C(F)(F)F)c2)cc1
  -1.2	0	0	-0.6	14*	1.2	-1.6	-1.1	-8	4.8	2.5
> COC(=O)c1ccc2nc(-c3ccc(Cl)cc3)c(Cc3ccccc3OC)n2c1
  -1.4	-7	-14	.	-4	-0.3	-0.1	-1.0	-4	.	-0.3
> COc1ccc(C(C)=O)cc1CSCC(=O)O
  -2.1	0	-5	1.9	-1	-0.6	4.7	-1.5	2	1.8	2.4
> CCN(CC)C(=O)Cn1c(=O)c2ccccc2n2c(=S)sc(-c3cccc(C)c3)c12
  -1.1	3	-6	-1.1	1	0.8	-2.2	-0.7	-15	1.0	1.2
> O=C(COC(=O)c1ccc(CN2CCCC2=O)cc1)Nc1ccc(F)cc1
  1.6	2	2	-0.2	4	-0.2	0.3	0.0	0	-1.1	1.6
> CCOC(=O)c1ccc(-n2c(CCC(=O)O)ccc2-c2ccccc2)cc1
  -1.8	-63	-25	1.2	0	0.2	-3.2	0.1	0	0.2	1.0
> COCCNc1nc(-c2cc(C)c(C)cc2C)cs1
  0.9	10	-4	1.4	-1	0.1	1.2	-1.6	7	3.1	3.6
> CCOc1ccc(C(=O)NCC(=O)Nc2ccncc2)cc1OCC
  -0.7	10	-7	0.1	-2	0.7	-0.5	-0.9	-6	0.0	-0.4
> CCCOC1CCCN(Cc2cn(C)nc2-c2ccccc2F)C1 (stereo not drawn)
  -0.2	-6	1	-0.6	0	-0.1	1.0	-2.0	-2	1.7	-1.3
> CCN(c1ccccc1)S(=O)(=O)c1ccc(N2CCN(c3ccc(O)cc3)CC2)nc1
  -3.0	3	-1	-1.1	-6	-2.8	6.9	-1.0	-3	-2.6	-5.0
> COc1ccc(/C=C(\NC(=O)c2ccccc2)C(=O)N/N=C/c2cccnc2)cc1
  -0.8	-6	-10	-0.5	-2	-0.6	-1.9	-1.1	0	1.3	-1.2
> CC1CCN(c2nc(-c3ccc(F)cc3)cc(C(F)(F)F)n2)CC1
  -2.0	1	5	0.1	5	-0.3	0.6	-1.1	0	-2.2	2.8
> Cc1ccc(C)c(NC(=S)N2CCN(S(=O)(=O)c3ccccc3)CC2)c1
  -1.4	3	-5	0.1	0	-0.7	-0.7	-0.5	-2	0.3	-1.1
> CCN(CC)Cc1cc2[nH]c3c4ccc(Cl)cc4ncc3c2cc1OC
  2.2	-4	-39	1.0	-1	-0.4	-1.3	-0.7	-3	-0.1	-1.7
> CCOc1ccc(C(=O)Nc2sc3c(c2C(=O)OC)CC(C)(C)NC3(C)C)cc1
  0.0	3	-143	1.1	2	0.6	-0.7	-1.7	70*	1.1	0.5
> COc1cc(NC(=O)/C=C/c2ccccc2[N+](=O)[O-])cc(OC)c1
  0.8	-4	4	0.3	3	0.6	-0.3	-1.3	-1	0.9	0.9
> Cc1ccc(NC(=Nc2ccc(Br)cc2)N2CCOCC2)cc1C
  -0.2	-4	1	0.0	4	0.1	0.3	-0.8	-1	-1.6	0.1
> CCOC(=O)COc1cccc2c(=O)n(CC(=O)N3CCc4ccccc43)ccc12
  1.6	-1	0	0.9	0	0.2	14*	-0.2	15	0.1	5.2
> CN(C)CCCN(C(=O)c1ccc2c(c1)CCCC2)c1nc2cc3c(cc2s1)OCO3
  -1.9	0	-10	1.5	-2	3.3	-0.8	-1.1	-3	-1.1	-0.1
> CCC1COCCS(=O)(=O)N1Cc1ccccc1 (stereo not drawn)
  -1.5	9	1	-0.5	0	-0.6	-1.6	-1.5	-5	0.6	0.1
> Cc1cccc(S(=O)(=O)Nc2ccc(-c3ccc4nncn4n3)cc2)c1
  -2.4	-6	-37	-0.9	0	2.8	0.6	-0.9	-2	1.9	-1.7
> Cc1ncc([N+](=O)[O-])n1CC(=O)Nc1ccc(Cl)cc1
  0.5	-7	-1	-1.1	-1	-0.2	0.8	-1.5	-3	0.4	2.1
> NC(=O)c1c(NC(=O)c2ccccc2)sc2c1CCc1ccccc1-2
  4.3	0	-25	1.7	6	1.3	-0.3	0.4	47*	7.7*	6.6
> FC(F)(F)c1ccccc1Cc1c(-c2ccco2)nc2c3ccccc3ccn12
  2.4	1	-32	.	4	-1.0	-1.1	0.6	-6	.	-1.3
> O=C(NCc1ccccc1C(F)(F)F)C1CC(c2ccccc2C(F)(F)F)=NO1 (stereo not drawn)
  0.2	-6	4	0.8	0	-0.7	-0.7	-1.8	1	0.6	-0.5
> O=C(NC1CCN(C(=S)NCc2ccco2)CC1)NC12CC3CC(CC(C3)C1)C2
  -1.3	2	2	-1.1	-1	0.1	-2.1	-1.7	5	4.7	-1.2
> COc1cccc(NC(=O)CN(C)C(=O)C2CC3C=CC2C3)c1 (stereo not drawn)
  -0.5	3	-9	-1.4	-3	-1.5	-0.3	-1.0	1	-1.7	-0.2

From PubChem
